Arrestin-AP2 inh: inhibitors of human beta-arrestin and AP2 interaction | FITC-arrestin peptide / GST-AP2 beads, flow cytometry; AP2 beta2 appendage carries R879A mutation | inhibition, % at 10 µM | 340,000 compounds, 0.31% hits;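 active = inhibition above a set limit, near 3 SD of compounds lacking own fluorescence, cut at about 54% in these data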;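 note: plate controls were DMSO wells for no effect and 5 µM unlabelled arrestin peptide for full effect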
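system = GST-tagged AP2 beta2-adaptin appendage (R879A) on 4 µm glutathione beads | reagent = FITC-labelled arrestin peptide probe, 50 nM final | schedule = compound with beads 12 min RT, then probe 1 h RT | signal = HyperCyt-sampled flow cytometry, FL1 channel, ex 488/em 535 nm | read-out = percent response from loss of bead-bound FITC fluorescence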
LANA DNA inh: inhibitors of KSHV LANA C-terminal domain DNA binding. inhibition, % at 9 µM. 340,000 compounds, 0.078% hits. MBP-C-LANA/FAM-LBS DNA binding, fluorescence polarization;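 active = highest replicate inhibition at or above 60% at 9 µM, even if other replicates fall short; inactive = all replicates below 60% inhibition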;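 note: 0% = neutral control wells and 100% = 4 µM acridine orange control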
SR-BI HDL uptake: blocks mouse SR-BI lipid uptake from DiI-HDL; ldlA[mSR-BI] CHO cells, DiI-HDL uptake fluorescence, 3 h; inhibition, % at 12.5 µM; 320,000 compounds, 0.96% hits; Q61009;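 active = mean replicate inhibition of at least 70% and a set share of replicates each scoring 70 or more; inconclusive = meets just one of the two criteria; inactive = fails both criteria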;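 note: 0% = median of neutral control wells and 100% = median of positive control wells; values of inactives mirror those of a sister screen read the other way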
RTF Ca sens inh: cardiac RTF calcium desensitization. inhibition, % at 7.15 µM. IANBD-labeled cardiac RTF, Ca2+ fluorescence. AID 493244. P19429+P45379. 340,000 compounds, 0.12% hits;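 active = inhibition above the mean inhibition of all tested compounds plus 3 SD, cut at about 17% in these data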;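 note: assay run at fixed EC70 calcium of 1.6 mM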
PvdQ acylase: blocks Pseudomonas aeruginosa PvdQ acylase activity | purified PvdQ acylase, fluorescence plate reader | inhibition, % at 10 µM | 340,000 compounds, 0.063% hits | AID 488965; in the data active = inhibition above about 30%, passing the limit was not always enough; inconclusive = no clear call, values can overlap the other calls;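 note: 0% = vehicle neutral wells and 100% = reference inhibitor wells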
SR-BI DiI-HDL act: activators of SR-BI mediated HDL lipid uptake; activation, % at 12.5 µM; 320,000 compounds, 0.096% hits; CHO ldlA[mSR-BI] cells, DiI-HDL uptake fluorescence, 3 h; 100 = double the neutral-control signal;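 active = mean replicate activation of at least 60% and every replicate at or above 60%; inconclusive = mean or all-replicate condition met, but not both; inactive = mean below 60% and not all replicates reaching 60%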;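 note: 0% = median plate neutral-control signal and 100% = twice that signal; values of inactives mirror those of a sister screen read the other way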
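Material: SR-BI-overexpressing, LDLR-lacking CHO cells | Dosing: Single compound concentration, delivered by pin transfer | Probe or stimulus: Labelled HDL, 10 µg/mL | Signal: Bottom-read cell fluorescence after medium removal, ex 550/em 595 nm | Schedule: 3 h, 37 °C | Evaluation: HDL uptake via cellular fluorescence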
PKA-R2B act: activators of human PKA-R2B complex; PKA-R2B holoenzyme dissociation, Cy5-IP20 fluorescence polarization; R2B truncated from residue 108, S112A mutant; 0% DMSO only, 100% 113 µM cGMP; 340,000 compounds, 0.079% hits; AID 504700; activation, % at 11.4 µM; P22694+P31323;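 active = activation above a cutoff set at the mean over all compounds plus 3 SD, cut at about 18% in these data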;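 note: higher means more holoenzyme dissociation and a rise in polarization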
NSD2 inh: blocks human histone methyltransferase NSD2. O96028. NSD2 peptide methylation, AlphaScreen, 120 min. inhibition, % at 12.5 µM. 310,000 compounds, 0.54% hits. AID 743445; in the data active = inhibition above about 50%
Target sequence (O96028 whole entry, looked up): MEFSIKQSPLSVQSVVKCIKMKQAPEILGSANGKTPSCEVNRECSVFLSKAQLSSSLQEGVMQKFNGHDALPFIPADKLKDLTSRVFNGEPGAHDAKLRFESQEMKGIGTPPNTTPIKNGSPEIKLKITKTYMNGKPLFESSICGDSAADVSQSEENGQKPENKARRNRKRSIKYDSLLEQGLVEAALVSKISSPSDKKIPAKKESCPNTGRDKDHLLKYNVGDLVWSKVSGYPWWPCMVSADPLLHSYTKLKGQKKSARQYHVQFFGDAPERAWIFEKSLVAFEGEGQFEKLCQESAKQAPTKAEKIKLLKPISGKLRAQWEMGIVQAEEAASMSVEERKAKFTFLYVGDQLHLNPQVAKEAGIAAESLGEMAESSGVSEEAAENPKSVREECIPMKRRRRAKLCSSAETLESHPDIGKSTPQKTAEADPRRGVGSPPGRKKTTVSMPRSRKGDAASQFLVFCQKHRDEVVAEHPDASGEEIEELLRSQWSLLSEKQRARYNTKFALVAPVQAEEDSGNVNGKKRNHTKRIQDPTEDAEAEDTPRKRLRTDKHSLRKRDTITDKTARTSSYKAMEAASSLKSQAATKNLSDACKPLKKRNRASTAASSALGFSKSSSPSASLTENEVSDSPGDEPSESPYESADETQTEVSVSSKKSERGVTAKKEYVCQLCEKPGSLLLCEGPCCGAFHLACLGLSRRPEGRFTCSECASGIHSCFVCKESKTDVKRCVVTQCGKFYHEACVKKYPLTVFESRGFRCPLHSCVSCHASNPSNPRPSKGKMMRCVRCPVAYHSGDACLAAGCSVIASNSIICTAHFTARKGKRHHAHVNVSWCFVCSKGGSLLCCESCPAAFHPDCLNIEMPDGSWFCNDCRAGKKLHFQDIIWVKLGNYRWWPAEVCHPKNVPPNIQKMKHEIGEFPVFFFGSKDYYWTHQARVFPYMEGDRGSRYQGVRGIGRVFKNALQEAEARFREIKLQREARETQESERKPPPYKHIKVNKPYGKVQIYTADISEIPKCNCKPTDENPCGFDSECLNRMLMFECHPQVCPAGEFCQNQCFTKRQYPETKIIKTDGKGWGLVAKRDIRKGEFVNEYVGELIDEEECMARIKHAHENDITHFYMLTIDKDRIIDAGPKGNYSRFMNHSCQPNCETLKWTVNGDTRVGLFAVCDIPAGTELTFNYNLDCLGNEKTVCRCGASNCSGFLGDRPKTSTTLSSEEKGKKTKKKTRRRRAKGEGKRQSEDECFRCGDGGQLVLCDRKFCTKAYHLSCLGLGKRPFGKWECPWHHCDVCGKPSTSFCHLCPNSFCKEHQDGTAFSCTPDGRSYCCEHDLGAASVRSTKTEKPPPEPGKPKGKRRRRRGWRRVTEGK
Keap1-Nrf2 PPI: Keap1-Nrf2 (human) interaction inhibition | inhibition, % at 9.4 µM | Q14145 | 340,000 compounds, 0.15% hits | AID 504523 | Keap1 Kelch-Nrf2 peptide fluorescence polarization, 1536-well; in the data active = inhibition above about 12%; inconclusive = no clear call, values can overlap the other calls; inactive = below about 7.3%;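 note: human Keap1 Kelch domain with fluorescein labeled Nrf2 9mer peptide probe; 0% = neutral control wells and 100% = peptide positive control; higher means more block of Keap1 binding to Nrf2 peptide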
DAGLB inhibitor: diacylglycerol lipase beta (human) inhibition | HEK293T DAGLB membrane lysate, EnzChek fluorogenic substrate | inhibition, % at 5.17 µM | AID 504411 | 340,000 compounds, 0.059% hits; in the data active = inhibition above about 34%;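 note: 0% = enzyme with vehicle and 100% = wells lacking enzyme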
Active calls of the source: *; ? = inconclusive; / = no result given. Rows are unselected; 2.1% or so of the library scored in one or more.

SMILES	Arrestin-AP2 inh	LANA DNA inh	SR-BI HDL uptake	RTF Ca sens inh	PvdQ acylase	SR-BI DiI-HDL act	PKA-R2B act	NSD2 inh	Keap1-Nrf2 PPI	DAGLB inhibitor
CCOC(=O)c1c(C)n(C)c2ccc(OC)c(NC(=O)CN3CCN(C(=O)c4ccco4)CC3)c12	11.9	0.6	-14.9	-7.7	-15.7	14.9	-6.6	2.0	-1.9	0.7
CCOC(=O)c1cc(-c2ccccc2)nn1CCC#N	17.6	-0.8	-1.8	4.2	3.9	1.8	-4.4	-6.4	1.5	1.8
O=C(CSc1nc2ccccc2c(=O)[nH]1)Nc1ccc(S(=O)(=O)N2CCCC2)cc1	47.1	1.4	-2.6	3.4	6.2	2.6	-8.4	1.6	-0.4	0.6
O=C(CCC1N=C2c3ccccc3N=C(SCC(=O)NCC3CCCO3)N2C1=O)NCc1ccc(F)cc1 (stereo not drawn)	-3.5	0.3	-24.4	-7.9	-10.4	24.4	4.0	0.6	-3.5	2.2
Cc1ccc(OCC(O)CN2CCN(CC(O)COc3ccc(C)cc3)CC2)cc1 (stereo not drawn)	-2.2	-0.4	10.1	0.9	2.1	-10.1	7.2	0.9	1.6	0.9
O=C(c1ccc(NS(=O)(=O)c2ccc(F)cc2)cc1)N1CCCCCC1	1.1	-1.9	-4.7	3.2	-2.6	4.7	-6.0	-0.7	3.8	-0.2
C=CCOc1ccc(C=Nc2ccc(C)c(Cl)c2)c(O)c1	0.9	1.6	-24.8	2.8	-8.6	24.8	-5.8	-1.2	-0.9	0.3
CN(CC1CCOCC1)C(=O)CC1C(=O)NCCN1Cc1ccc(Cl)c(F)c1 (stereo not drawn)	-9.0	1.7	-33.9	-0.7	-14.9	33.9	-6.0	6.3	-0.2	-1.5
COc1ccc2nc(N/C(N)=N/C(=S)Nc3c(C)cccc3C)nc(C)c2c1	-0.8	-2.0	?	-5.7	-13.6	-70.8	0.3	-1.7	-5.7	0.0
O=C1NC(=S)NC1=Cc1ccco1	4.8	34.3	-7.1	-2.2	10.4	7.1	-3.2	/	9.1	-0.3
COCCN1C(=O)C(=O)/C(=C(/O)c2cccc(OC)c2)C1c1ccco1 (stereo not drawn)	19.4	4.3	-30.7	-0.6	-0.5	30.7	-4.1	-0.1	-0.2	-1.0
CCCCCCOC(=O)Cc1c(C)nc(N)[nH]c1=O	-17.3	0.4	/	-1.0	-14.3	/	6.4	-15.1	4.4	-5.6
Cc1cc(C)cc(OCC(=O)OCC(=O)NCCC2=CCCCC2)c1	-1.7	-3.4	-19.5	-8.2	4.3	19.5	5.0	-2.3	-3.2	-9.4
CCSc1nc2c(cnn2-c2ccc(C)c(C)c2)c(=O)[nH]1	-1.9	-1.4	-6.3	-10.6	-10.8	6.3	-2.6	/	-5.2	-2.3
COc1ccc(CCCC(=O)NCCc2ccccc2)c(C)c1	-20.4	-1.5	-24.6	0.7	-17.6	24.6	3.1	-1.2	0.6	-2.3
O=C(CCn1c(=S)[nH]c2cc3c(cc2c1=O)OCO3)NCc1ccc(Cl)cc1	3.9	4.4	-5.3	-5.6	-16.5	5.3	1.0	-2.3	-8.2	0.3
O=C(O)c1ccc(-c2ccc(-c3ccccc3)cc2)s1	9.7	1.1	11.5	2.5	2.2	-11.5	-7.1	/	-3.3	2.3
CN(C)/C=N/c1nc(-c2ccc3ccccc3c2)cs1	3.7	5.3	14.8	-1.8	-5.7	-14.8	-8.3	-0.1	-2.2	0.5
COC(=O)C1SCC2C(=O)N(Cc3ccc(Cl)cc3)CC(=O)N21 (stereo not drawn)	-1.3	-1.1	-8.3	-17.6	-10.5	8.3	-1.8	3.4	-1.6	-0.4
O=C(C(Br)=Cc1ccccc1)c1ccccc1	6.5	-0.4	32.8	2.6	13.1	-32.8	-4.0	5.2	-1.6	-4.3
COCCOC(=O)c1sc(=S)n(CCOC)c1N	3.9	12.7	4.8	-6.8	-15.3	-4.8	-7.5	4.2	-1.0	-2.2
Cc1cccn2cc(CCNS(=O)(=O)c3ccc4c(c3)OCCO4)nc12	27.9	2.8	-26.7	-1.1	6.6	26.7	-3.0	/	0.5	1.1
CCOC(=O)C1=CC[C@H]2c3c(c4ccccc4n3C)C(=O)C1N2C(=O)OC(C)(C)C	1.6	-4.2	-13.2	2.1	-3.7	13.2	8.4	/	-0.8	-1.4
CC12CCC(C(=O)NCCc3ccccc3)(OC1=O)C2(C)C (stereo not drawn)	-1.1	1.9	-20.6	-10.8	-7.5	20.6	2.4	-2.6	-0.1	-2.8
COc1ccccc1OCCNC(=O)c1ccc(C)o1	6.1	-1.7	-2.9	-4.1	-7.9	2.9	-1.8	-1.2	-3.5	1.4
O=C(CN(CC1CCCO1)C(=O)CCC(=O)Nc1nccs1)NCc1ccc2c(c1)OCO2 (stereo not drawn)	2.7	-0.8	2.5	-1.4	-6.0	-2.5	-2.0	1.1	-3.0	-0.4
O=C(CSc1cccc2cccc(Cl)c12)NCc1cccs1	-8.8	3.3	-5.3	-2.0	-8.3	5.3	-6.3	8.2	4.6	-6.9
C=CCOC(=O)C1=C(C)OC(N)=C(C#N)C1c1ccc2c(c1)OCO2 (stereo not drawn)	10.3	-0.6	18.9	-12.3	-15.9	-18.9	2.7	/	-4.0	-1.7
Cc1nnc(NC(=O)CSc2nnc(C)c(=O)n2N)s1	-8.1	0.0	-35.4	-4.0	-2.0	35.4	10.5	-6.1	1.4	1.0
CCOc1ccc2[nH]c(=O)c(CN(CC3COCCO3)C(=O)c3ccc(C)cc3)cc2c1 (stereo not drawn)	0.9	-0.2	-0.2	0.9	0.5	0.2	4.7	-0.4	-0.8	3.2
O=C(Nc1cc(Sc2ccccn2)cc([N+](=O)[O-])c1)c1cccc(F)c1	2.0	-0.6	19.1	-12.1	-13.4	-19.1	-9.8	-1.3	-5.2	-3.5
Cc1ccc(C(=O)c2cc([N+](=O)[O-])ccc2N2CC(C)OC(C)C2)cc1 (stereo not drawn)	9.1	0.2	47.5	-6.1	-2.8	-47.5	-10.8	7.2	-7.0	1.2
O=C(c1ccc2c(=O)n(Cc3ccccc3Cl)c(=S)[nH]c2c1)N1CCOCC1	-6.6	-2.3	-22.1	-12.2	-21.1	22.1	-8.2	-4.5	-3.7	-0.4
CC(C)C[C@H]1CN([C@@H](CC(C)C)CN2CCC[C@@H]2CN2C(=O)C(=O)NC[C@@H]2Cc2ccccc2)C(=O)C(=O)N1CC1CCCCC1	38.2	1.2	-8.0	-6.9	-7.1	8.0	-6.0	/	-0.9	1.0
COc1ccc(CNC(=O)C2(C)Cc3ccccc3C(=O)O2)cc1 (stereo not drawn)	3.8	1.1	-13.0	-8.6	-8.3	13.0	-4.6	1.0	-2.0	-1.5
COc1ccccc1N1CCN(S(=O)(=O)c2ccc3c(c2)NC(=O)CS3)CC1	9.6	1.9	-1.9	-12.2	-8.4	1.9	9.1	-6.4	-0.8	-1.9
COc1ccc(NC(=O)CSc2ccc3c4c(cccc24)C(=O)c2ccccc2-3)cc1	10.9	1.1	37.8	-18.0	-10.3	-37.8	2.6	0.1	-1.0	-3.9
O=C(COC(=O)c1ccccc1O)Nc1ccc2ccccc2c1	49.6	7.0	-1.6	0.2	6.4	1.6	3.8	0.4	0.5	-3.0
Cc1cc(C(C)(C)C)oc1C(=O)Nc1ccc(CC(=O)O)cc1	40.7	-6.4	11.2	-12.4	2.3	-11.2	4.5	0.1	-1.1	-0.2
CCOC(=O)C=C(C(=O)OCC)C(=O)OCC	1.6	-1.2	-1.5	-12.9	-9.4	1.5	-6.8	-1.3	-2.5	0.6
COC(=O)Nc1nn(-c2ccc(Cl)cc2)c(=O)c(C#N)c1C	26.4	-4.0	50.1	1.9	-0.3	-50.1	14.2	-1.4	-1.6	-2.7
CCC(C)n1c(SCc2ccccc2)nc2ccsc2c1=O (stereo not drawn)	29.8	-1.1	-1.7	13.1	5.7	1.7	-15.0	-4.6	-2.5	-11.2
CC(Sc1nc2ccccc2n1C)C(=O)NC(c1ccccc1)c1ccccc1 (stereo not drawn)	-0.4	0.6	7.5	-3.2	-11.0	-7.5	-21.1	0.2	-0.6	0.6
Cc1ccc(S(=O)(=O)NCC(=O)OCC(=O)c2cc(C)n(-c3ccccc3)c2C)cc1	-7.3	-1.3	-24.9	-1.2	-6.9	24.9	-8.9	-0.8	-3.0	0.4
CCOC(=O)N1CCN(CCC(=O)Nc2ccccc2OC)CC1	-0.4	-1.3	7.2	-5.6	-10.4	-7.2	-4.0	-1.1	-6.3	-0.4
CCN1C(=O)CC(N2CCC(c3nc4ccccc4[nH]3)CC2)C1=O (stereo not drawn)	-0.5	9.9	6.5	-7.9	-7.1	-6.5	1.8	3.9	-3.9	-3.6
COc1cc(/C=N/n2nnnc2N)cc(Cl)c1OC	-5.1	-0.1	11.6	4.3	-5.0	-11.6	-3.3	3.0	0.3	-3.1
COc1cc2cc(C(=O)N3CCOCC3)cc(-c3ccc(C)cc3)c2cc1OC	-1.6	-1.5	0.8	-4.4	16.0	-0.8	-7.3	-0.1	0.8	-1.3
CCOC(=O)C1CCCN(C(=O)C(C)Oc2ccc(Cl)cc2Cl)C1 (stereo not drawn)	9.6	0.1	-27.4	2.2	0.9	27.4	3.9	-1.3	2.4	-1.0
O=C(CCNC(=O)c1ccccc1)Nc1ccc(S(=O)(=O)Nc2ncccn2)cc1	6.6	-1.7	-19.5	-5.4	-10.7	19.5	-2.0	0.3	-4.7	1.1
COc1ccc(OCC(=O)Nc2cc(OC)cc(OC)c2)cc1	3.4	0.1	10.6	-3.6	-16.3	-10.6	8.3	/	-1.6	-13.6
CS(=O)(=O)Nc1cccc(C2=NN(S(C)(=O)=O)C(c3ccccc3)C2)c1 (stereo not drawn)	-0.2	-0.7	5.0	-9.0	?	-5.0	-10.4	0.1	4.0	-0.1
